From PubChem BioAssay
MEP2-GFP yeast = modulators of TOR pathway MEP2-GFP in S. cerevisiae. GFP response vs DMSO, % at 10 µM. S. cerevisiae MEP2-GFP strain, flow cytometry GFP, 3 h; 100% = DMSO control level. AID 2016. hit rate 0.51% among 330,000;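 active = GFP response versus DMSO above a set limit, roughly screen mean plus 3 SD, cut at about 180% in these data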;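 note: median GFP fluorescence of the barcode-gated MEP2-GFP cells per well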
AGP1-GFP MLPCN = yeast TOR pathway AGP1-GFP modulation | S. cerevisiae AGP1-GFP multiplex flow cytometry, 3 h; GFP as percent of DMSO wells | GFP response vs DMSO, % at 10 µM | hit rate 0.02% among 320,000 | AID 2066;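 active = GFP response relative to DMSO above a set limit, near screen average plus 3 SD, cut at about 150% in these data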;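 note: median GFP channel fluorescence of the gated AGP1 strain per well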
LAP4-GFP MLPCN = alters LAP4-GFP fluorescence in TOR pathway yeast screen | S. cerevisiae LAP4-GFP multiplex, flow cytometry GFP, 3 h; median GFP as percent of DMSO wells | GFP response vs DMSO, % at 10 µM | hit rate 0.34% among 320,000 | AID 2023;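 active = GFP response vs DMSO above a set limit, about the screen mean plus 3 SD, cut at about 150% in these data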
JMJD2C inh = human JMJD2C demethylase inhibition; Q9H3R0; GST-JMJD2C(1-420) H3K9me3 demethylation, DELFIA europium; inhibition, % at 2.35 µM; hit rate 0.069% among 330,000; AID 2099;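 active = more than half of a compound's replicate wells show inhibition beyond 50%, single wells judged on their own value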;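 note: signal counts dimethyl H3K9 product captured on neutravidin plate; 0% = median of DMSO wells and 100% = 0.3 times that DMSO median; strong numbers were not always called active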
GRK2 aptamer HTS = inhibitors of human GRK2 displacing RNA aptamer; AID 488847; hit rate 0.59% among 330,000; inhibition of aptamer binding, % at 10 µM; P25098; bead flow cytometry, FAM-aptamer displacement from GRK2;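 active = inhibition of aptamer binding above 40%, roughly 3 SD of noise, on plates passing a quality check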;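 note: median bead fluorescence of bound FAM aptamer so fluorescent compounds give negative values; no value below 0 was filed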
VLA-4 inh = inhibition in a human VLA-4 binding assay; P13612; inhibition, % (about 7 µM as worked out from the volumes in the protocol); VLA-4 expressing cells, ligand binding flow cytometry; hit rate 0.2% among 330,000; in the data active = inhibition above about 50%
Target sequence (P13612 whole entry, looked up): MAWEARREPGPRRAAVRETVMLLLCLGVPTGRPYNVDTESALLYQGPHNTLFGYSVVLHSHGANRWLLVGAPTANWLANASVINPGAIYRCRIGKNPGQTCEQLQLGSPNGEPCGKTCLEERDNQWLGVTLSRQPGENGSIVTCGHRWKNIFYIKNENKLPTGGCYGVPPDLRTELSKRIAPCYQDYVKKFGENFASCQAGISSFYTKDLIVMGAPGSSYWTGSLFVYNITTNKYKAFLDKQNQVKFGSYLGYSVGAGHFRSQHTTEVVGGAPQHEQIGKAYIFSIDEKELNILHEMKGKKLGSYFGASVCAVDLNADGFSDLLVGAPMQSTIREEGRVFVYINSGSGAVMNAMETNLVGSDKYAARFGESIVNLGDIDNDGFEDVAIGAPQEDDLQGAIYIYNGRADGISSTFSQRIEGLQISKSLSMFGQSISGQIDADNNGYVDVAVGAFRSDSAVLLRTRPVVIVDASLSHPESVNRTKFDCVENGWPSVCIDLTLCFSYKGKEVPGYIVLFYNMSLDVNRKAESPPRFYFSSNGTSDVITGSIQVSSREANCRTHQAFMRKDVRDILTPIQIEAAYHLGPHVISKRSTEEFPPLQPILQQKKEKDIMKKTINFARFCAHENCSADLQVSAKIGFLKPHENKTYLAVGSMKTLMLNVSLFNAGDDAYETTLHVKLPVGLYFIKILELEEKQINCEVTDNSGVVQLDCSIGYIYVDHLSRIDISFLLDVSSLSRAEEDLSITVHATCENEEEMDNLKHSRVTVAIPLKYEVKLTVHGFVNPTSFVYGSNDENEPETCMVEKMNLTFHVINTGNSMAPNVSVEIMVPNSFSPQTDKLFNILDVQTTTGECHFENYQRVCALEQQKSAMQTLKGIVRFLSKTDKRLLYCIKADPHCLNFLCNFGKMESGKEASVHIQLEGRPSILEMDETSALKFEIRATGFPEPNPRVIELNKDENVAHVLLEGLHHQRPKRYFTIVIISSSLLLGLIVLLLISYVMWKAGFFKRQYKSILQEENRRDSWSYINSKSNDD
CIT2 TOR yeast = modulators of TOR pathway CIT2-GFP in S. cerevisiae. S. cerevisiae CIT2-GFP strain, flow cytometry, 3 h; 100 means same as DMSO wells. GFP response vs DMSO, % at 10 µM. hit rate 0.065% among 320,000. AID 2029;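 active = GFP response relative to DMSO above a set limit, near the screen mean plus 3 SD, cut at about 150% in these data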;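 note: ratio of well median GFP fluorescence to mean of DMSO wells on the plate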
RPL19A TOR yeast = modulators of TOR pathway RPL19A-GFP in S. cerevisiae; S. cerevisiae RPL19A-GFP strain, flow cytometry, 3 h; stronger effect = lower value; AID 2025; hit rate 0.3% among 330,000; percent response vs DMSO, % at 10 µM;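 active = percent response vs DMSO below 50%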;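 note: median channel GFP fluorescence of the barcoded RPL19A-GFP strain; ratio of sample median GFP to plate DMSO average so 100% = DMSO; lower means less RPL19A-GFP as with rapamycin TOR inhibition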
* = called active by the depositor.

`Cc1cc(C(=O)NNC(=S)NC2CCCCC2)cs1` gave MEP2-GFP yeast 99, AGP1-GFP MLPCN 98, LAP4-GFP MLPCN 96, JMJD2C inh -1, GRK2 aptamer HTS 0, VLA-4 inh 9, CIT2 TOR yeast 102 and RPL19A TOR yeast 99.
Screening COCCCN1CN(S(=O)(=O)c2ccc(C)cc2C)c2nc3ccccc3nc21 returned MEP2-GFP yeast 103, AGP1-GFP MLPCN 96, LAP4-GFP MLPCN 95, JMJD2C inh -3, GRK2 aptamer HTS 0, VLA-4 inh 3, CIT2 TOR yeast 97 and RPL19A TOR yeast 97.
For CC(C)c1ccc(CN2CC(C(=O)O)CC2=O)cc1 (stereo not drawn) the results were MEP2-GFP yeast 102, AGP1-GFP MLPCN 95, LAP4-GFP MLPCN 104, JMJD2C inh 1, GRK2 aptamer HTS 0, VLA-4 inh 10, CIT2 TOR yeast 99 and RPL19A TOR yeast 100.
For COc1ccc(/C=C/C(=O)c2cc(Cl)cc(Cl)c2O)c(OC)c1 the results were MEP2-GFP yeast 101, AGP1-GFP MLPCN 81, LAP4-GFP MLPCN 91, JMJD2C inh 3, GRK2 aptamer HTS 0, VLA-4 inh 3, CIT2 TOR yeast 93 and RPL19A TOR yeast 89.
`CCN(CC)CCNC(CC(=O)Nc1ccc(Cl)cc1Cl)C(=O)O` (stereo not drawn) gave MEP2-GFP yeast 100, AGP1-GFP MLPCN 102, LAP4-GFP MLPCN 102, JMJD2C inh 11, GRK2 aptamer HTS 5, VLA-4 inh 6, CIT2 TOR yeast 95 and RPL19A TOR yeast 99.
Screening Cc1ccc(CNC(=O)CSc2c3c(nc4ccc(Cl)cc24)CCCC3)o1 returned MEP2-GFP yeast 99, LAP4-GFP MLPCN 108, JMJD2C inh -6, GRK2 aptamer HTS 1, VLA-4 inh 1, CIT2 TOR yeast 100 and RPL19A TOR yeast 97.
Screening CC1CCCCC1NC(=O)CN1C(=O)CSc2cc(S(=O)(=O)N3CCCCCC3)ccc21 (stereo not drawn) returned MEP2-GFP yeast 99, AGP1-GFP MLPCN 99, LAP4-GFP MLPCN 88, JMJD2C inh 6, GRK2 aptamer HTS 2, VLA-4 inh 0, CIT2 TOR yeast 97 and RPL19A TOR yeast 104.
`COc1ccc(CCNC(=O)CCN2C(=O)[C@@H]3Cc4ccccc4CN3C2=O)cc1OC` gave MEP2-GFP yeast 95, AGP1-GFP MLPCN 94, LAP4-GFP MLPCN 86, JMJD2C inh 12, GRK2 aptamer HTS 0, VLA-4 inh 4, CIT2 TOR yeast 97 and RPL19A TOR yeast 96.
`CCOC(=O)C1CCN(C(=S)Nc2ccc(S(N)(=O)=O)cc2)CC1` gave MEP2-GFP yeast 99, AGP1-GFP MLPCN 99, LAP4-GFP MLPCN 99, JMJD2C inh -2, GRK2 aptamer HTS 0, VLA-4 inh 9, CIT2 TOR yeast 100 and RPL19A TOR yeast 100.
CN(C(=O)COC(=O)c1ccc2c(c1)NC(=O)CS2)C1CCS(=O)(=O)C1 (stereo not drawn) was read as MEP2-GFP yeast 96, AGP1-GFP MLPCN 85, LAP4-GFP MLPCN 87, JMJD2C inh 2, GRK2 aptamer HTS 2, VLA-4 inh -2, CIT2 TOR yeast 95 and RPL19A TOR yeast 85.
Screening Cc1ccc(S(=O)(=O)c2cc3c(=O)n4cccc(C)c4nc3n(C3CCCCC3)c2=N)cc1 returned MEP2-GFP yeast 105, AGP1-GFP MLPCN 92, LAP4-GFP MLPCN 88, JMJD2C inh -3, GRK2 aptamer HTS 1, VLA-4 inh -5, CIT2 TOR yeast 94 and RPL19A TOR yeast 100.
Screening O=C(CSc1nnc(Cc2ccccc2)o1)Nc1ccccc1 returned MEP2-GFP yeast 103, AGP1-GFP MLPCN 101, LAP4-GFP MLPCN 103, GRK2 aptamer HTS 0, VLA-4 inh 3, CIT2 TOR yeast 104 and RPL19A TOR yeast 115.
COc1cc2c(-c3ccc4cc[nH]c4c3)c(-c3ccsc3)oc(=O)c2cc1OC was read as MEP2-GFP yeast 98, AGP1-GFP MLPCN 97, LAP4-GFP MLPCN 105, JMJD2C inh -7, GRK2 aptamer HTS 3, VLA-4 inh -11, CIT2 TOR yeast 100 and RPL19A TOR yeast 100.
CCc1ccc(C(=O)CCC(=O)Nc2ccc(OC)c(S(=O)(=O)N3CCCCC3)c2)cc1 was read as MEP2-GFP yeast 116, AGP1-GFP MLPCN 106, LAP4-GFP MLPCN 114, JMJD2C inh -3, GRK2 aptamer HTS 5, VLA-4 inh 2, CIT2 TOR yeast 112 and RPL19A TOR yeast 105.
Screening Cc1ccc(S(=O)(=O)NCc2ccncc2)cc1 returned MEP2-GFP yeast 103, AGP1-GFP MLPCN 98, LAP4-GFP MLPCN 101, JMJD2C inh -7, GRK2 aptamer HTS 0, VLA-4 inh 14, CIT2 TOR yeast 97 and RPL19A TOR yeast 96.
Screening Cc1ccccc1NC(=O)COC(=O)c1cccnc1 returned MEP2-GFP yeast 99, AGP1-GFP MLPCN 100, LAP4-GFP MLPCN 99, JMJD2C inh 5, GRK2 aptamer HTS 0, VLA-4 inh 7, CIT2 TOR yeast 114 and RPL19A TOR yeast 109.
Screening COc1ccc(SCC(=O)Nc2ccc(N3CCN(C)CC3)c(F)c2)cc1 returned MEP2-GFP yeast 111, AGP1-GFP MLPCN 114, LAP4-GFP MLPCN 102, JMJD2C inh 3, GRK2 aptamer HTS 1, VLA-4 inh -8, CIT2 TOR yeast 111 and RPL19A TOR yeast 110.
`Cc1cc(Cl)ccc1Nc1ncccc1C(N)=O` gave MEP2-GFP yeast 101, AGP1-GFP MLPCN 95, LAP4-GFP MLPCN 106, JMJD2C inh 1, GRK2 aptamer HTS 6, VLA-4 inh -2, CIT2 TOR yeast 97 and RPL19A TOR yeast 99.
`COc1ccc(CN2CCSc3sccc3C2=O)cc1` gave MEP2-GFP yeast 104, AGP1-GFP MLPCN 96, LAP4-GFP MLPCN 110, JMJD2C inh -1, GRK2 aptamer HTS 3, VLA-4 inh 11, CIT2 TOR yeast 90 and RPL19A TOR yeast 97.
For CCCCn1c(N)c(N(CC)C(=O)c2ccc(Cl)c(Cl)c2)c(=O)[nH]c1=O the results were MEP2-GFP yeast 106, AGP1-GFP MLPCN 98, LAP4-GFP MLPCN 100, JMJD2C inh 2, GRK2 aptamer HTS 0, VLA-4 inh 8, CIT2 TOR yeast 108 and RPL19A TOR yeast 101.

Fetched one by one from the entries so far, 3 records:
`Cc1cc(Cl)ccc1Nc1ncccc1C(N)=O` gave MEP2-GFP yeast 101, AGP1-GFP MLPCN 95, LAP4-GFP MLPCN 106, JMJD2C inh 1, GRK2 aptamer HTS 6, VLA-4 inh -2, CIT2 TOR yeast 97 and RPL19A TOR yeast 99.
Screening Cc1ccc(S(=O)(=O)c2cc3c(=O)n4cccc(C)c4nc3n(C3CCCCC3)c2=N)cc1 returned MEP2-GFP yeast 105, AGP1-GFP MLPCN 92, LAP4-GFP MLPCN 88, JMJD2C inh -3, GRK2 aptamer HTS 1, VLA-4 inh -5, CIT2 TOR yeast 94 and RPL19A TOR yeast 100.
Screening O=C(CSc1nnc(Cc2ccccc2)o1)Nc1ccccc1 returned MEP2-GFP yeast 103, AGP1-GFP MLPCN 101, LAP4-GFP MLPCN 103, GRK2 aptamer HTS 0, VLA-4 inh 3, CIT2 TOR yeast 104 and RPL19A TOR yeast 115.

Next part
Screening C(=N\Nc1nc(-c2cccnc2)nc2ccccc12)/c1ccccc1 returned MEP2-GFP yeast 94, AGP1-GFP MLPCN 90, LAP4-GFP MLPCN 97, JMJD2C inh -13, GRK2 aptamer HTS 0, VLA-4 inh -6, CIT2 TOR yeast 85 and RPL19A TOR yeast 90.
Cc1ccc(CSc2nnnn2C)cc1 was read as MEP2-GFP yeast 98, AGP1-GFP MLPCN 99, LAP4-GFP MLPCN 92, JMJD2C inh 1, GRK2 aptamer HTS 0, VLA-4 inh 0, CIT2 TOR yeast 94 and RPL19A TOR yeast 96.
For Nc1nn(S(=O)(=O)c2ccccc2)cc1-c1ccc([N+](=O)[O-])cc1 the results were MEP2-GFP yeast 91, AGP1-GFP MLPCN 94, LAP4-GFP MLPCN 101, JMJD2C inh 15, GRK2 aptamer HTS 8, VLA-4 inh 0, CIT2 TOR yeast 90 and RPL19A TOR yeast 96.
Screening Cc1nnc(SCc2cccc([N+](=O)[O-])c2)s1 returned MEP2-GFP yeast 107, AGP1-GFP MLPCN 104, LAP4-GFP MLPCN 106, JMJD2C inh -1, GRK2 aptamer HTS 0, VLA-4 inh 3, CIT2 TOR yeast 108 and RPL19A TOR yeast 101.
COC(=O)/C=C/c1cnc2ccccc2c1 was read as MEP2-GFP yeast 93, AGP1-GFP MLPCN 100, LAP4-GFP MLPCN 114, JMJD2C inh 1, GRK2 aptamer HTS 2, VLA-4 inh 0, CIT2 TOR yeast 88 and RPL19A TOR yeast 99.
`CC(C)N1C(=S)SC(C)(C)C1n1oc(=O)n(-c2cccc(Cl)c2)c1=O` (stereo not drawn) gave MEP2-GFP yeast 88, AGP1-GFP MLPCN 101, LAP4-GFP MLPCN 104, JMJD2C inh -17, GRK2 aptamer HTS 2, VLA-4 inh 5, CIT2 TOR yeast 103 and RPL19A TOR yeast 97.
For CC1(C)CC(=O)C2=C(C1)N(Cc1cccnc1)C(=O)C2(NC(=O)c1cccnc1)C(F)(F)F (stereo not drawn) the results were MEP2-GFP yeast 102, AGP1-GFP MLPCN 108, LAP4-GFP MLPCN 100, JMJD2C inh 23, GRK2 aptamer HTS 4, VLA-4 inh -5, CIT2 TOR yeast 104 and RPL19A TOR yeast 103.
COCc1cc(=O)[nH]c2cc(NC(=O)C(C)(C)CCl)c(C)cc12 was read as MEP2-GFP yeast 97, AGP1-GFP MLPCN 93, LAP4-GFP MLPCN 89, JMJD2C inh 2, GRK2 aptamer HTS 1, VLA-4 inh 3, CIT2 TOR yeast 95 and RPL19A TOR yeast 91.
CCOC(=O)c1[nH]c2ccccc2c1NC(=S)Nc1cccc(C)c1C was read as MEP2-GFP yeast 96, AGP1-GFP MLPCN 101, LAP4-GFP MLPCN 110, JMJD2C inh -4, GRK2 aptamer HTS 0, VLA-4 inh 35, CIT2 TOR yeast 93 and RPL19A TOR yeast 101.
`COc1ccc(N2CCOCC2)c(NC(=O)c2ccco2)c1` gave MEP2-GFP yeast 107, AGP1-GFP MLPCN 94, LAP4-GFP MLPCN 104, JMJD2C inh 3, GRK2 aptamer HTS 0, VLA-4 inh 4, CIT2 TOR yeast 93 and RPL19A TOR yeast 104.
For Cc1ccc(OCC(O)Cn2c(=N)n(Cc3ccccc3)c3ccccc32)cc1 (stereo not drawn) the results were MEP2-GFP yeast 99, AGP1-GFP MLPCN 84, LAP4-GFP MLPCN 101, JMJD2C inh -20, GRK2 aptamer HTS 0, VLA-4 inh 18, CIT2 TOR yeast 92 and RPL19A TOR yeast 96.
CCNC(=O)NC(=O)COc1ccccc1C#N was read as MEP2-GFP yeast 102, AGP1-GFP MLPCN 99, LAP4-GFP MLPCN 100, JMJD2C inh 3, GRK2 aptamer HTS 1, VLA-4 inh 1, CIT2 TOR yeast 100 and RPL19A TOR yeast 102.

Random draw from the library; overall some 1.7% were active at least once.
